A549 tox = A549 cytotoxicity, counter-screen for Nrf2 inhibitors; A549 ARE-Fluc cells, CellTiter-Fluor viability, 18-24 h; Potency, µM (doses to about 46 µM), without a hit: at the top dose activity change, negative = cytotoxicity, usual class: inhibitors; 0.16% of 390,000 active; also: potency is read from the fitted curve at half-maximal effect; % is scaled to controls: 0 for no effect and ±100 for the full control effect
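A549 ARE_Fluc cells in 5% FBS OPTI-MEM were exposed to compounds in concentration-response for 18-24 h at 37 deg C. Viability was read by CellTiter-Fluor fluorescence (Ex 405/Em 525) after 30 min, before the luciferase read.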
Mm-Cpn inhibitor = M. maripaludis TRiC chaperonin inhibition | AID 504842 | Potency, µM (doses to about 76.9 µM), for the others: top-dose activity, negative = inhibition, actives largely listed as inhibitors | 0.031% of 330,000 active | purified Mm-Cpn ATPase, ADP Transcreener TR-FRET; also: potency is read from the fitted curve at half-maximal effect; % is scaled to controls: 0 for no effect and ±100 for the full control effect; nearly all actives have a fitted effect of over 80% in size
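ATP (10 uM final) was added to archaeal chaperonin (25 nM final) after 10 min exposure to test compound at 37°C; after 30 min further incubation, ADP was detected by competitive TR-FRET.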
HepG2 viability = kills HepG2 cells in TGF-b inhibitor counter-screen; HepG2 CAGA-GFP viability, ATP luminescence, 18 h; Potency, µM (doses to about 46.1 µM), without a hit: top-dose activity change, negative = cytotoxicity, hits mostly cytotoxic; 0.76% of 410,000 active; AID 588856; also: potency is read from the fitted curve at half-maximal effect; some results filed as inactive show a strong effect at the top dose
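CellTiter-Glo luminescence gave cytotoxicity after 18 hours at 37 degrees C. The cells were HepG2 CAGA-GFP in 1% FBS DMEM, stimulated with 500 pg/mL TGF-beta after compound addition. %Activity was normalised to no-cell wells (complete cell-killing) and DMSO (no toxicity), and curves were fitted and classified.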
CCT modulator = changes cytosolic chaperonin activity. purified chaperonin ATPase assay, HTRF ADP detection, 30 min. activity change, % (no concentration beside the values), hits read low. 0.3% of 360,000 active; in the data active = activity change below about -30%; also: % is scaled to controls: 0 for no effect and ±100 for the full control effect
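Enzyme 40 or 20 nM (batch-dependent) in Tris pH 7.4/KCl/MgCl2/DTT; cpd 76 uM single point; ATP 10 uM; 30 min 37 °C; Transcreener ADP HTRF detection, 30 min RT; ratio 665/615.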
Akt phos inh = Akt phosphorylation inhibition. 0.32% of 360,000 active. Neuro2A IGF-stimulated pAkt S473 HTRF, 20 min; active compounds read low. activity change, % for hits at 50 µM; in the data active = activity change below about -80%; inconclusive = mostly about -51% to -80%; also: % is scaled to controls: 0 for no effect and ±100 for the full control effect
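Neuro2A cells (4,500/well, DMEM with 0.5% FBS) were treated with compound at a single 50 µM final concentration, stimulated with 6 nM IGF for 20 min at 37 °C, and lysed. Phospho-Akt Ser473 was read by HTRF as 665/615 ratio ×10^4.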
Nrf2 block = Nrf2 pathway inhibition; 2.1% of 360,000 active; Potency, µM (titrated, usually from 46 µM), inactives show at the top dose activity change, negative = inhibition, most hits filed as inhibitors; A549 ARE-Fluc reporter, luciferase luminescence, 18-24 h; also: potency is read from the fitted curve at half-maximal effect; % is scaled to controls: 0 for no effect and ±100 for the full control effect; nearly all actives have a fitted effect of over 60% in size
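Nrf2 function is reported as luminescence of an ARE-controlled luciferase in A549 cells. Compounds were tested at several concentrations, and a CellTiter-Fluor read on the same wells flagged cytotoxicity.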
TGFb inhibitor = TGF-b pathway inhibition | HepG2 CAGA-GFP TGF-b/SMAD3 reporter, GFP fluorescence, 18 h; TGF-beta stimulated, 500 pg/mL final | Potency, µM (doses to about 46.1 µM), without a hit: top-dose activity, negative = inhibition, usual class: inhibitors | 1.2% of 410,000 active; also: potency is read from the fitted curve at half-maximal effect; % is scaled to controls: 0 for no effect and ±100 for the full control effect; nearly all actives have a fitted effect of over 65% in size
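HEPG2 CAGA-GFP, 1000 cells/well; 2 h settle, 37 C; cpd via pin tool; TGF-b 500 pg/mL final; 18 h, 37 C; GFP imaging ex488/em500-530; %Activity normalised to -TGF-b and +DMSO controls; CRC fit, curve class.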
Abeta yeast res = compounds reversing amyloid beta toxicity in yeast; 0.063% of 410,000 active; yeast expressing A-beta42, growth rescue, OD600, 48 h; response scale: 0% DMSO, 100% iron-clioquinol control; Potency, µM (doses to about 46.1 µM), for inactives: top-dose growth rescue, most hits filed as activators; also: potency is read from the fitted curve at half-maximal effect; nearly all actives have a fitted effect of over 55% in size
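Yeast growth medium received pinned compounds, then yeast cells expressing toxic A-beta were added; plates incubated at 30 C for 48 hr. Growth read as absorbance at 600 nm, normalized to DMSO and equimolar FeCl3 plus clioquinol controls.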
Nrf2 activator = activates Nrf2 signaling; AREc32 ARE-luciferase reporter (MCF7-derived line), luminescence, 24 h; Potency, µM (doses to about 46.1 µM), for the others: top-dose activation, actives largely listed as activators; 0.31% of 410,000 active; also: potency is read from the fitted curve at half-maximal effect; % of control where 0% means no effect; nearly all actives have a fitted effect of over 65% in size
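For detection, Steady-Glo was added and plates sat 30 min at RT; before that, AREc32_Fluc cells grown overnight in OPTI-MEM/5% FBS had been treated with 23 nL compound for 24 hr at 37 deg C.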
* hit, by the source's call; i = inactive; ? = inconclusive; · = not tested or not shown; [ ] = another dose, or the depositor's remark. Unless noted, calls follow the shape of the dose curve; as a rule, active = well fitted curve in the direction sought with a large enough effect; inconclusive = small, poorly fitted or top-dose-only effect, or another doubt; inactive = no such curve, though single readings can be large; an effect the other way counts as inactive or inconclusive.

Results follow in this order: A549 tox	Mm-Cpn inhibitor	HepG2 viability	CCT modulator	Akt phos inh	Nrf2 block	TGFb inhibitor	Abeta yeast res	Nrf2 activator
1: c1ccc(COc2cccc(CN3CCN(c4ccccn4)CC3)c2)cc1
 : 2%	·	-1%	-2.9	i	10%	?	-2%	-0.1%
2: Cc1cc(NC(=O)COC(=O)CCNS(=O)(=O)c2c(Cl)cccc2Cl)no1
 : 13%	1%	-1%	-0.2	i	-9%	?	-5%	0.0%
3: Cc1ccc2c(=O)c(C(=O)c3ccc(F)cc3)cn(CC(=O)NC3CCCCC3)c2n1
 : 5%	·	4%	·	·	?	-12%	-11%	-1.1%
4: Cc1cc(NC(=O)c2ccc3c(c2)OCCO3)ccc1NC(=O)c1cc2ccccc2o1
 : -11%	-3%	-14%	0.0	i	?	?	8%	-0.3%
5: COc1cccc(-c2ccc3c(N)c(C(=O)Nc4ccc(Cl)cc4F)sc3n2)c1
 : ?	·	-21%	·	·	-28%	-18%	-17%	-0.1%
6: Cc1ccc[n+](-c2nc3ccccc3nc2[N-]S(=O)(=O)c2ccccc2)c1
 : 0%	-2%	4%	0.3	i	4%	6%	5%	0.4%
7: N#Cc1cccc(NC(=O)C2CCN(c3cnccn3)CC2)c1
 : 7%	·	3%	·	·	0%	0%	-7%	2.4%
8: CC(C)Cc1ccccc1S(N)(=O)=O
 : -1%	-2%	-37%	-2.7	i	-13%	-1%	-9%	0.0%
9: Oc1ccccc1C1=NCCNC(C(F)(F)C(F)F)=C1
 : 3%	0%	-16%	1.1	i	-14%	-5%	4%	-0.3%
10: N/C(CC(=O)Nc1cc(C(F)(F)F)ccc1Cl)=N\O
 : 2%	1%	1%	1.5	i	-4%	29%	-5%	-0.5%
11: Cn1c(NCc2cccnc2)nc2cc(-c3cccc(C(F)(F)F)c3)sc2c1=O
 : ·	·	-29%	0.8	i	·	?	-17%	?
12: Cc1ccc(C)c(OCC(=O)Nc2ccccc2C(=O)NC2CC2)c1
 : 7%	-3%	12%	2.3	i	-19%	9%	9%	-0.7%
13: CN(C)S(=O)(=O)c1ccc(NC(=O)CN2CCCC2c2ccc3c(c2)OCCCO3)cc1 (stereo unspecified)
 : 13%	0%	3%	1.1	i	-9%	1%	-4%	-0.3%
14: CCCCCCCCCn1c2c(c(=N)c3c1CCC3)CCC2
 : 1%	2%	-72%	-5.6	i	?	4.5µM*	-94%[inhibitor]	-4.1%
15: O=C(COC(=O)c1ccc(F)c(S(=O)(=O)N2CCOCC2)c1)NCc1ccc(Cl)cc1
 : 0%	-3%	-5%	0.5	i	10%	3%	-4%	-0.6%
16: CCCCn1c(N)c(N(CC(C)C)C(=O)c2ccc(-c3ccc(C(C)=O)cc3)o2)c(=O)[nH]c1=O
 : 0%	-2%	9%	2.1	i	24%	0%	10%	0.5%
17: Cc1ccc(-n2c(=S)[nH]c3[nH]ncc3c2=O)cc1
 : -7%	1%	13%	-0.4	i	-5%	6%	-8%	0.4%
18: CC(=O)NN1C(=O)/C(=C\c2ccc(Cl)cc2)SC1=S
 : 5%	2%	-17%	1.0	i	?	-2%	6%	13%
19: CCN(C(=O)COC(=O)C1CCN(S(=O)(=O)c2ccc3c(c2)OCCO3)CC1)C1CCCCC1
 : -2%	-6%	2%	0.1	i	4%	-40%	11%	-0.3%
20: COc1ccccc1-c1nnc(SCc2ccccn2)n1C
 : 4%	1%	-1%	-1.7	i	-17%	4%	-1%	-0.4%
21: CC(C)(C)c1ccc(Oc2ccc(NC(=O)C3CC=CCC3C(=O)O)cc2)cc1 (stereo unspecified)
 : 0%	2%	-21%	-0.4	i	?	-13%	-1%	-2.4%
22: COc1ccc(-n2ccnc(SCC(=O)NC3CCCCC3)c2=O)cc1
 : 2%	-14%	-2%	-1.5	i	?	2%	-1%	0.2%
23: Fc1ccc(C2CCCN2Cc2nc(-c3cnccn3)no2)cc1 (stereo unspecified)
 : -14%	-2%	-13%	-0.4	i	2%	0%	6%	0.0%
24: CCOC(=O)c1c(C)[nH]c2cc(Br)c(O)cc12
 : 4%	1%	-21%	2.3	i	11%	0%	-7%	13%
25: COc1ccc(COC(=O)CCNC(=O)c2ccc(Cl)cc2)cc1
 : -1%	1%	2%	-2.0	i	12%	-7%	-10%	0.2%
26: Cc1c(C(=O)NCCc2ccc(S(N)(=O)=O)cc2)cccc1[N+](=O)[O-]
 : -1%	0%	2%	2.7	i	3%	9%	0%	-0.5%[9.22 µM]
27: CNC(=O)CSc1nnc(COc2ccc(Cl)cc2)n1CCOC
 : -2%	0%	7%	-0.9	i	-8%	-2%	-1%	-0.4%
28: Cc1ccc(NS(=O)(=O)c2ccc3c(c2)CCCN3C(=O)C2CCC2)c(C)c1
 : 12%	·	-41%	·	·	·	?	-3%	-0.2%
29: NC(=O)NC(=O)COC(=O)c1cccc(NS(=O)(=O)/C=C/c2ccccc2)c1
 : -7%	1%	-27%	0.5	i	-12%	0%	-12%	1.0%
30: COc1ccc(OC)c(NC(=O)CSc2nccn2-c2cc(C)cc(C)c2)c1
 : -3%	·	-32%	·	·	·	-23%	-26%	-0.5%
31: CCn1c(O)c(/C=N/N=C/c2ccc(OC)cc2)c2cc(C3=NNC(=O)CC3)ccc21
 : -21%	2%	-9%	-3.0	i	-15%	9%	-12%	0.7%
32: CN1CCN(S(=O)(=O)c2cccc3nsnc23)CC1
 : 0%	-1%	5%	1.0	i	-11%	4%	1%	0.2%
33: CCC(C)NC(=O)c1ccc(NC(=O)C2CCCO2)cc1 (stereo unspecified)
 : -2%	3%	-2%	-2.0	i	-20%	5%	-8%	2.2%
34: Cc1cc(NC(=O)C(C)SCC(=O)Nc2ccc(C(=O)OC(C)C)cc2)no1 (stereo unspecified)
 : ·	·	-4%	-0.7	i	·	2%	-6%	-1.5%
35: Cc1nc(C)c(Oc2ccc(Cl)cc2Cl)c(=O)[nH]1
 : -9%	1%	17%	-0.7	i	-1%	-3%	-1%	-0.8%
36: CSCCC(NC(=O)c1cccc(C)c1)C(=O)O (stereo unspecified)
 : -1%	-1%	8%	0.7	i	2%	5%	14%	-0.1%
37: CC(C)OCC(O)CN (stereo unspecified)
 : 8%	0%	-4%	-3.5	i	4%	1%	0%	-1.0%
38: Cc1oc2cc3oc(=O)c(CC(=O)NCC(=O)N[C@@H](C(=O)O)c4ccccc4)c(C)c3cc2c1C
 : 4%	0%	-8%	-2.0	i	3%	8%	-14%	1.8%
39: CC1(C)Cc2c(cnn2-c2ccc(F)cc2)C(NC(=O)c2ccc(=O)oc2)C1 (stereo unspecified)
 : -1%	-5%	-7%	-3.3	i	10%	?	-2%	2.1%
40: COc1ccc(-c2noc(CN(C)C3CCOCC3)n2)cc1
 : 3%	-1%	6%	0.7	i	12%	-5%	1%	-0.8%
41: Oc1ccc(Nc2nc(N3CCCC3)c3ccccc3n2)cc1
 : ?	0%	11µM*	-1.7	i	?	?	-6%	-0.2%
42: Cc1ccc(C)c(N2CCN(c3ccc(NC(=O)c4cccs4)cc3C(=O)O)CC2)c1
 : 2%	·	7%	·	·	·	4%	-3%	0.2%
43: O=C(O)C1(P(=O)(c2ccccc2)c2ccccc2)CCCC1
 : 15%	0%	14%	-0.2	i	4%	1%	-1%	0.2%
44: Cc1ccc(Cl)c(OCC(=O)Nc2ccccc2N2CCCCC2)c1
 : 16%	1%	-2%	-2.5	i	5%	16%	1%	-0.1%
45: COc1ccccc1NC(=O)c1cc2c(CO)cnc(C)c2oc1=Nc1cc(OC)c(OC)c(OC)c1
 : 0%	0%	-13%	1.9	i	9%	0%	-12%	0.0%
46: O=C(NCC(c1ccc(F)cc1)N1CCOCC1)c1ccco1 (stereo unspecified)
 : -1%	1%	9%	1.2	i	0%	-2%	-11%	0.3%
47: Cc1nc2c3cc(F)ccc3n(CCN3CCCCC3)c2s1
 : -16%	1%	-12%	0.3	i	1%	-17%	3%	1.1%

Results in Akt phos inh, CCT modulator and Nrf2 activator, for three of the compounds above:
no.	SMILES	Akt phos inh	CCT modulator	Nrf2 activator
32	CN1CCN(S(=O)(=O)c2cccc3nsnc23)CC1	i	1.0	0.2%
29	NC(=O)NC(=O)COC(=O)c1cccc(NS(=O)(=O)/C=C/c2ccccc2)c1	i	0.5	1.0%
5	COc1cccc(-c2ccc3c(N)c(C(=O)Nc4ccc(Cl)cc4F)sc3n2)c1	·	·	-0.1%

Among those listed so far, two contain a CF3 group.
Results follow in this order: A549 tox	Mm-Cpn inhibitor	HepG2 viability	CCT modulator	Akt phos inh	Nrf2 block	TGFb inhibitor	Abeta yeast res	Nrf2 activator
10: N/C(CC(=O)Nc1cc(C(F)(F)F)ccc1Cl)=N\O
 : 2%	1%	1%	1.5	i	-4%	29%	-5%	-0.5%
11: Cn1c(NCc2cccnc2)nc2cc(-c3cccc(C(F)(F)F)c3)sc2c1=O
 : ·	·	-29%	0.8	i	·	?	-17%	?

Screening data (PubChem BioAssay)
